Screening data (PubChem)
H69AR inhibit = blocks growth of human H69AR lung tumor cells; H69AR lung tumor viability, ATP luminescence, 72 h; hits give low values; viability, % at 10 µM; 85,000 tested, 6% active; AID 598;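 active = viability at or below 40%; inactive = viability above 40%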;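 also: multidrug resistant small cell line overexpressing MRP-1 efflux transporter; 100% = mean luminescence of untreated control wells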
LYP act = increases human PTPN22 phosphatase activity; activation, % at 2 µM; recombinant LYP, DiFMUP fluorescence; 0 = plate median, 100 = signal doubled; 96,000 tested, 0.11% active;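 active = activation at 2 µM above a set limit, the mean plus 5 SD, cut at about 37% in these data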
sEH inhibitor = soluble epoxide hydrolase (human) inhibition. AID 707. recombinant human sEH enzymatic activity assay. inhibition, % at 2 µM. P34913. 91,000 tested, 0.34% active; in the data active = inhibition above about 80%; also: values of inactives mirror those of a sister screen read the other way; many of its hits are not listed in these tables
Target sequence (P34913 whole entry, looked up): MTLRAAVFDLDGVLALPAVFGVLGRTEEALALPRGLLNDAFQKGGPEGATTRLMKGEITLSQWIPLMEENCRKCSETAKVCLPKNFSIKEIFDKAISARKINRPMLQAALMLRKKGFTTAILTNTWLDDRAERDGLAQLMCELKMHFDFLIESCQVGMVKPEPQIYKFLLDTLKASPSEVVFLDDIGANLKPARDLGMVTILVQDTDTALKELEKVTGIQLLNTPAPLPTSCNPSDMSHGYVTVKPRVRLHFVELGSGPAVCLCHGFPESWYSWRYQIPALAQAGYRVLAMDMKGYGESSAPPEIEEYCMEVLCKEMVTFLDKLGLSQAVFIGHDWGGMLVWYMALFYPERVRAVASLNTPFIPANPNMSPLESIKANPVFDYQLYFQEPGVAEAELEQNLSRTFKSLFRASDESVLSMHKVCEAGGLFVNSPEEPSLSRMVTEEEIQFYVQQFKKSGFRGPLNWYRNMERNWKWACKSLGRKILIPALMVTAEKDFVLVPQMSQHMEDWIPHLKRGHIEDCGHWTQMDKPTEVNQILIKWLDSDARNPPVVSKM
Fibroblast inh = blocks proliferation of human lung fibroblasts; viability, % at 10 µM; 85,000 tested, 1.1% active; LL 47 human lung fibroblast viability, ATP luminescence; hits give low values;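 active = viability at or below 50% in the single dose screen; inactive = viability above 50%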;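 also: compound exposure lasted 72 h before the ATP readout; 100% = median luminescence of untreated cell-only wells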
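Material: human lung fibroblast line LL 47, low passage; Evaluation: viability percentage against median untreated-cell control; Buffer or medium: 15% FBS in IMEM; Incubation: 72 h compound exposure at 37 °C after overnight plating; Dosing: 0.1% DMSO in all compound wells; Measured by: CellTiter-Glo luminescence.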
HUVEC inhibit = blocks proliferation of human endothelial cells. viability, % at 10 µM (by protocol). HUVEC proliferation, CellTiter-Glo luminescence, 72 h; hits give low values. 86,000 tested, 1.1% active;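 active = viability at or below 30%; inactive = viability above 30%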;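 also: 100% = median luminescence of DMSO-only cell control wells on each plate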
sEH act = increases human soluble epoxide hydrolase activity | purified human sEH enzymatic activity, activator screen | P34913 | AID 717 | activation, % at 2 µM | 91,000 tested, 0.04% active; in the data active = activation above about 37%; also: values of inactives mirror those of a sister screen read the other way
S1P2 agonist = S1P2 (human) receptor agonism. O95136. S1P2-expressing cell line, agonist reporter read-out. activation, % at 4.5 µM. 97,000 tested, 0.46% active. AID 729; in the data active = activation above about 16%;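 also: 0% = vehicle low control and 100% = maximal reference agonist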
Target sequence (O95136 whole entry, looked up): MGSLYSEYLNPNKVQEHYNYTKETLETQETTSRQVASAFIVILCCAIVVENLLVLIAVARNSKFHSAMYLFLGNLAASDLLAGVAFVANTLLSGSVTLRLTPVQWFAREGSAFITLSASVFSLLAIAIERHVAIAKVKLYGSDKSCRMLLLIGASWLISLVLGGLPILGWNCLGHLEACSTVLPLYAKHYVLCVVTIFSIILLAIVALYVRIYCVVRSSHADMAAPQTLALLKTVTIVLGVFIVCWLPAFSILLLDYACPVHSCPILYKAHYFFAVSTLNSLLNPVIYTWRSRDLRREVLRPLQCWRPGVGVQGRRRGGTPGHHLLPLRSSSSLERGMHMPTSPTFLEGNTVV
PostGolgi ctrl = inhibits growth of the yeast control strain. efflux-deficient yeast background strain, growth absorbance A615, 16 h. inhibition, % at 10 µM. 98,000 tested, 5% active. AID 738; in the data active = inhibition above about 30%
S1P2 blocker = antagonists of human S1P2 receptor. cell-based S1P2 antagonist assay, inhibition at 5 uM. inhibition, % at 5 µM. 97,000 tested, 0.21% active. AID 736; in the data active = inhibition above about 45%;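 also: CRE beta-lactamase reporter cells expressing human S1P2 stimulated with S1P; 0% = agonist at EC80 alone and 100% = agonist plus reference antagonist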
* = called active by the depositor; nt = no result given.

SMILES	H69AR inhibit	LYP act	sEH inhibitor	Fibroblast inh	HUVEC inhibit	sEH act	S1P2 agonist	PostGolgi ctrl	S1P2 blocker
CCCN1C(=S)SC(C)(C)C1/[N+]([O-])=C/c1cccnc1 (configuration not stated)	100	-5	7	99	95	-5	0	9	5
CCOc1ccc(OC(=O)NC(c2ccccc2)C(Cl)(Cl)Cl)cc1 (configuration not stated)	nt	-1	-11	nt	nt	8	-4	1	14
COc1ccc(OC)c(NC(=O)CSc2nnc(CCCO)n2-c2ccccc2)c1	88	-2	4	101	103	-2	-3	-9	-25
CN(Cc1ccccc1)c1nc(N)c([N+](=O)[O-])c(Nc2cccc(F)c2)n1	86	-8	8	97	110	-9	22*	27	-60
Cc1sc2nc(CN(Cc3ccccc3)C(=O)NC3CCCCC3)[nH]c(=O)c2c1C	66	8	4	100	107	-1	0	nt	-17
Cc1cccc(NC(=O)COC(=O)CNC(=O)C2CCCCC2)c1	110	5	5	102	102	-6	-3	-4	1
COc1ccc(S(=O)(=O)c2c(N)n(Cc3ccco3)c3nc4ccccc4nc23)cc1	85	-5	-10	93	101	10	-3	13	-1
CCCn1c(C(O)c2ccc(OC)cc2)nc2ccccc21 (configuration not stated)	80	14	-13	95	97	11	-3	nt	1
CCOC(=O)c1ccccc1OCc1cc(/C=N/n2cnnc2)ccc1OC	35*	-16	11	94	86	-11	-4	16	-20
N/C(=N\OC(=O)CC1CCCCC1)c1cccnc1	nt	-9	-2	nt	nt	5	-5	-6	-1
CCN(CCCNC(=O)COc1cc(=O)n(C)c2ccccc12)c1ccccc1	74	9	36	97	78	-37	-2	-3	-12
CCN1CCN(c2ncc(C(=O)Nc3c(F)cc(F)cc3Br)c3ccccc23)CC1	21*	nt	nt	83	59	nt	nt	0	nt
Cc1ccc(N(CC(=O)N/N=C/c2cc(C)n(-c3ccccc3)c2C)S(C)(=O)=O)c(C)c1	nt	-2	3	nt	nt	-2	-4	19	13
O/N=C/c1cc(Br)ccc1OCc1ccccc1F	nt	-8	-11	nt	nt	10	-2	nt	-30
COc1ccc(-c2nnc(SCC(=O)Nc3sc4c(c3C#N)CCCC4)n2-c2ccccc2)cc1	2.3*	-12	-4	27*	3.7*	4	-3	nt	-9
CCOC(=O)/C(C#N)=C/C1=C(N2CCCC2)CC(C)(C)OC1	60	7	-3	97	92	2	-3	9	-11
CCN(c1ccccc1)S(=O)(=O)c1ccc(C(=O)Nc2nnc(COC)o2)cc1	46	26	17	79	67	-15	0	8	2
CC(C(=O)NCc1ccccn1)N1C(=O)c2ccccc2C1=O (configuration not stated)	nt	-11	nt	nt	nt	nt	-9	-3	-16
O=C(Cc1c(F)c(F)c(F)c(F)c1F)OC12CC3CC(C1)C(=O)C(C3)C2	84	nt	nt	91	99	nt	nt	4	nt
CN(c1ncc(C(F)(F)F)cc1Cl)n1cc(C(=O)O)c2ccccc2c1=O	109	5	13	97	87	-13	-1	23	-10
Cn1ncc2c(Nc3ccccc3Br)ncnc21	90	nt	nt	101	92	nt	nt	19	nt
CCOC(=O)c1cnn(-c2nc(SC)nc3sc4c(c23)CCC4)c1N	102	-1	11	88	98	-6	-5	2	-30
CC(=O)C1=C(O)C(=O)N(CO)C1c1ccccc1F (configuration not stated)	105	nt	nt	96	92	nt	nt	-1	nt
O=C(O)c1[nH]nc2c1COc1ccccc1-2	102	-3	3	104	104	-2	-4	2	2
CC(Nc1cccc2ccccc12)C(=O)N/N=C/c1ccccn1 (configuration not stated)	60	-8	-12	73	78	11	-7	4	14
Following part:
SMILES	H69AR inhibit	LYP act	sEH inhibitor	Fibroblast inh	HUVEC inhibit	sEH act	S1P2 agonist	PostGolgi ctrl	S1P2 blocker
CN(C)S(=O)(=O)N1CCN(CC(=O)Nc2cc(Cl)ccc2Cl)CC1	70	6	-2	100	100	1	-4	8	11
N#Cc1c(Oc2ccc3ccccc3c2)sc(C(=O)c2ccccc2)c1N	nt	3	-7	nt	nt	5	-2	24	-9
COCCn1c(CN(C)Cc2ccccc2)nc2c1c(=O)n(C)c(=O)n2C	91	-6	-6	98	106	10	-1	5	0
CCC1(CC)NC(=O)N(CC(=O)Nc2sc3c(c2C(N)=O)CCC3)C1=O	87	-6	-5	96	94	2	-2	3	2
CCCCCC(=O)NC(=S)NNC(=O)CC	95	-2	4	96	74	-2	-2	7	-4
CCOC(=O)c1cc2sccc2n1CC(=O)OC(C)C	89	-4	-6	90	96	4	-5	5	3
O=C(NC(=S)Nc1ccccc1N1CCCCC1)c1ccc(-c2cccc([N+](=O)[O-])c2)o1	93	-2	4	94	108	-4	-3	6	-9
CC(=O)Nc1ccc(S(=O)(=O)c2c(N)n(CCN3CCOCC3)c3nc4ccccc4nc23)cc1	93	nt	nt	102	105	nt	nt	-1	nt
O=C(CSCC(=O)NC1CC1)Nc1ccc2ccccc2c1	91	-10	-4	95	90	10	-2	nt	-2
Cc1cc(C)nc(NC(=O)Nc2ccccc2C(F)(F)F)n1	40	nt	nt	87	46	nt	nt	34*	nt
COCCNc1ncnc2nc[nH]c12	112	0	nt	103	92	nt	-4	1	9
Cc1ccc(CN2CCNC(=O)C2CC(=O)O)cc1 (configuration not stated)	99	nt	nt	104	93	nt	-4	0	5
Cn1cc(/C(Cc2ccccc2)=N\O)c2ccccc21	87	nt	nt	86	81	nt	nt	3	nt
CN(CCCNC(=O)C1CCCN(S(=O)(=O)c2cnc[nH]2)C1)c1ccccc1 (configuration not stated)	95	3	39	93	110	-39	-5	14	13
Cc1nc(CCNC(=O)Cc2ccc(F)cc2)cs1	99	-5	nt	97	89	nt	-6	20	-12
CCOC(=O)c1[nH]c(C)c(C(=O)c2ccc(C)cc2)c1C	29*	0	-3	46*	41	-1	-2	21	-20
COc1ccc2c(c1)c1ncnc(N3CCN(Cc4ccc5c(c4)OCO5)CC3)c1n2C	28*	-2	-10	91	64	10	-5	17	-13
Cc1cccc(OCC(=O)N2CCC(N3CCCCCC3)CC2)c1	95	5	1	103	94	-1	-2	3	-9
COc1cc(C2NC(=O)NC(C)=C2C(=O)OC2CCCC(C)C2)ccc1O (configuration not stated)	102	5	0	84	95	1	-7	3	0
CCc1cc2c(=O)n(Cc3ccco3)c(SCc3c(C)noc3C)nc2s1	13*	-4	nt	49*	56	nt	-4	33*	-5
CC(C)OC(=O)c1cccc(C(=O)Oc2ccccc2)n1	91	3	9	93	98	-10	0	7	17
NC(=O)C1(N2CCCCC2)CCN(CC(=O)Nc2ccccc2-c2ccccc2)CC1	50	0	-2	88	93	4	-5	7	-1
CSc1nc(C)cc(SC(C(C)=O)C(=O)Nc2ccccc2)n1 (configuration not stated)	100	-6	15	94	97	-12	-5	8	-2
COC(=O)C1=C(C)N=C2SC(C#N)=C(N)N2C1c1ccc(OC)cc1 (configuration not stated)	nt	16	-9	nt	nt	8	-5	6	-13
COCCNC(=O)c1cc(Br)ccc1Cl	94	-10	-3	102	94	6	-6	-3	-2
(next part)
SMILES	H69AR inhibit	LYP act	sEH inhibitor	Fibroblast inh	HUVEC inhibit	sEH act	S1P2 agonist	PostGolgi ctrl	S1P2 blocker
O=C(N/N=C/c1ccc(OCCCF)cc1)c1cc(OCC(F)(F)F)ccc1OCC(F)(F)F	nt	2	-6	nt	nt	4	-3	-4	26
COc1ccc(OC)c(C(=O)COC(=O)c2cc(C)oc2C)c1	104	-9	7	100	89	-7	-1	12	-7
CC(C)(C)NCC(=O)c1c[nH]c2ccccc12	nt	-2	-15	nt	nt	13	-5	1	14
Cc1cc(C)n(-c2ncnc3c2oc2ccccc23)n1	88	16	-6	nt	89	8	-8	-1	0
CCn1c(CCNC(=O)c2ccc(Cl)cc2)n[nH]c1=S	nt	-14	-10	nt	nt	14	-1	11	-11
O=C(N/N=C/c1c(Cl)cccc1Cl)c1cccc(F)c1	nt	7	3	nt	nt	-2	0	-1	-4
C=C(C)C1Cc2nc(N)nc(C)c2C1 (configuration not stated)	89	2	nt	98	93	nt	-8	4	-12
Nn1c(SCC(=O)Nc2ccc(F)cc2)nnc1-c1ccccn1	95	12	-6	102	89	7	-1	7	11
Cc1occc1-c1nnc(SCc2nc3ccccc3c(=O)n2CC#N)n1C	86	nt	nt	102	94	nt	nt	15	nt
O=C1C=C(NCc2ccc(Cl)c(Cl)c2)C2(CCCCC2)O1	103	11	19	93	94	-19	-5	12	11
CC(C)Cn1c(-c2cccs2)nc2nc3ccccc3nc21	97	2	nt	96	96	nt	7	38*	-5
O=C(CSc1ncc(-c2ccc(F)cc2)[nH]1)N1CCCCC1	29*	-6	-1	nt	102	-2	-6	4	6
COC(Cc1nnc(SC)n1-c1ccccc1)OC	nt	5	0	nt	nt	3	-7	0	-9
Cc1ccc2c(COC(=O)c3n[nH]c4ccccc34)cc(=O)oc2c1	83	nt	nt	103	104	nt	nt	20	nt
Nc1cc(=O)[nH]c(SCC(=O)Nc2ccc(S(=O)(=O)N3CCOCC3)cc2)n1	90	10	-4	103	85	7	-4	7	-12
Cc1csc(NC(=O)Cc2nn(C)c(=O)c3ccccc23)n1	102	2	0	100	91	1	-2	-3	30
CCOC(=O)COn1c(=O)c[n+]([O-])c2ccccc21	82	-6	-12	98	91	8	0	6	-4
Cc1c(C(=O)NCC2CCCO2)oc2ccc(S(=O)(=O)N3CCCC3)cc12 (configuration not stated)	79	nt	nt	103	90	nt	nt	10	nt
Cn1c(NCc2cc(Br)ccc2O)nc2ccccc21	86	-1	nt	102	105	nt	-5	6	5
Cc1ccsc1C(=O)OCC(=O)NCc1ccc2c(c1)OCO2	101	nt	nt	96	101	nt	nt	-4	nt
Cc1cc(C)c(C)c(OCCCn2ccnc2)c1	93	0	-9	85	88	12	0	0	7
O=S(=O)(Cc1ccccc1)N1CCN(Cc2ccc3c(c2)OCO3)CC1	93	-5	-7	101	109	9	1	14	-7

Part of the list above in order of SMILES length, smallest number first:
SMILES	H69AR inhibit	LYP act	sEH inhibitor	Fibroblast inh	HUVEC inhibit	sEH act	S1P2 agonist	PostGolgi ctrl	S1P2 blocker
Cc1ccsc1C(=O)OCC(=O)NCc1ccc2c(c1)OCO2	101	nt	nt	96	101	nt	nt	-4	nt
COc1ccc(OC)c(C(=O)COC(=O)c2cc(C)oc2C)c1	104	-9	7	100	89	-7	-1	12	-7
Nc1cc(=O)[nH]c(SCC(=O)Nc2ccc(S(=O)(=O)N3CCOCC3)cc2)n1	90	10	-4	103	85	7	-4	7	-12

Shown field by field: part of the list above.
> Cc1csc(NC(=O)Cc2nn(C)c(=O)c3ccccc23)n1
  H69AR inhibit = 102; LYP act = 2; sEH inhibitor = 0; Fibroblast inh = 100; HUVEC inhibit = 91; sEH act = 1; S1P2 agonist = -2; PostGolgi ctrl = -3; S1P2 blocker = 30

> Cc1ccc2c(COC(=O)c3n[nH]c4ccccc34)cc(=O)oc2c1
  H69AR inhibit = 83; LYP act = nt; sEH inhibitor = nt; Fibroblast inh = 103; HUVEC inhibit = 104; sEH act = nt; S1P2 agonist = nt; PostGolgi ctrl = 20; S1P2 blocker = nt

> COc1ccc(OC)c(C(=O)COC(=O)c2cc(C)oc2C)c1
  H69AR inhibit = 104; LYP act = -9; sEH inhibitor = 7; Fibroblast inh = 100; HUVEC inhibit = 89; sEH act = -7; S1P2 agonist = -1; PostGolgi ctrl = 12; S1P2 blocker = -7

> Nc1cc(=O)[nH]c(SCC(=O)Nc2ccc(S(=O)(=O)N3CCOCC3)cc2)n1
  H69AR inhibit = 90; LYP act = 10; sEH inhibitor = -4; Fibroblast inh = 103; HUVEC inhibit = 85; sEH act = 7; S1P2 agonist = -4; PostGolgi ctrl = 7; S1P2 blocker = -12

The list is partial. The share of hits here may be higher or lower than overall.
